SSB-PriA inh: inhibitors of Klebsiella pneumoniae PriA binding to SSB C-terminal tail, primary screen, biochemical, AlphaScreen. PriA–SSB C-terminal tail interaction (Klebsiella pneumoniae). AlphaScreen SSBct-PriA binding, biotinylated peptide. inhibition, % at 33 µM. 0.6% of 430,000 active. AID 1272365, 2023; in the data active = inhibition mostly above about 37%, no sharp cut-off; inactive = mostly below about 20%;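 also: plate controls were negative control peptide for no effect and reference peptide for full effect; strong numbers were not always called active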
UGM FP inh: M. tuberculosis UGM enzyme inhibitors, primary screen, biochemical, fluorescence polarization, single point | inhibition, % at 10 µM | UDP-galactopyranose mutase (Mycobacterium tuberculosis (strain ATCC 25618 / H37Rv)), … | purified UGM, fluorescence polarization probe displacement | 0.06% of 320,000 active | AID 504406, 2011; in the data active = inhibition above about 10%, passing the limit was not always enough
GDH-TPI counter: GDH-TPI coupling enzyme inhibitors, primary screen, artefact control for M. tuberculosis FBA inhibitor project, biochemical, absorbance, full deck. inhibition, % at 4.8 µM. 1.2% of 360,000 active. AID 588335, 2011. GDH-TPI coupled enzyme counterscreen, NADH absorbance; in the data active = inhibition above about 30%;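 also: 0% = DMSO wells and 100% = wells lacking the enzyme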
3CLpro inhibitor: SARS-CoV 3CLpro protease inhibitors, primary screen, biochemical, quenched FRET; 0.14% of 290,000 active; inhibition, % at 6 µM; Replicase polyprotein 1ab (Severe acute respiratory syndrome coronavirus), P0C6X7; recombinant SARS-CoV 3CLpro, quenched FRET peptide cleavage; in the data active = inhibition above about 12%
MazEF act: activators of E. coli MazEF toxin-antitoxin RNase, primary screen, biochemical, fluorescence, uHTS. Endoribonuclease toxin MazF (Escherichia coli (strain K12)), P0AE70. FAM/BHQ RNA-DNA oligo cleavage fluorescence, 5 h. activation, % at 20 µM. 0.32% of 350,000 active; in the data active = activation above about 50%
Target sequence (P0AE70 whole entry, looked up): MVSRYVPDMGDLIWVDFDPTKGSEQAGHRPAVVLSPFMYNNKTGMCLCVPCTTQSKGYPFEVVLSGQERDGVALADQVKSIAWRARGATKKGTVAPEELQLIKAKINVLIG
Vc quorum ag: inducers of Vibrio cholerae quorum light production without autoinducers, primary screen, BH1578 luxS cqsA deficient, single point | V. cholerae BH1578 lux reporter, luminescence, 6 h | activation, % at 18.7 µM | 0.16% of 350,000 active; in the data active = activation mostly above about 9.7%, no sharp cut-off; also: not every result past the cut was called active; inactives centre near 0; reference of the scale not given here
Mtb FBA inh: Mtb FBA enzyme inhibitors, primary screen, biochemical, fluorescence, strain H37Rv. inhibition, % at 1 µM. purified M. tuberculosis FBA, fluorescence read-out. AID 588726, 2011. 2.3% of 360,000 active. Fructose-bisphosphate aldolase (Mycobacterium tuberculosis (strain ATCC 25618 / H37Rv)), …; in the data active = inhibition above about 27%;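 also: 0% = vehicle and 100% = reference inhibitor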
Target sequence (P9WQA3 whole entry, looked up): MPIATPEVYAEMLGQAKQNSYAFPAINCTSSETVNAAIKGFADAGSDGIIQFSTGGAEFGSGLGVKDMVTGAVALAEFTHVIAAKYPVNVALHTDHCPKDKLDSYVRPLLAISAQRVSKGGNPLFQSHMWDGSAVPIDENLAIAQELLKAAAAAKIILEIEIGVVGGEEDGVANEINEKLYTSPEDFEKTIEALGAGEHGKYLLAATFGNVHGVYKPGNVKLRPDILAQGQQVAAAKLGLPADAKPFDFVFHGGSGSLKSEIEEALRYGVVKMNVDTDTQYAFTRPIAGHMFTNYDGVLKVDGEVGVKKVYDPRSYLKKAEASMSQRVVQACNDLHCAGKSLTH
Rv3671c inh: Rv3671c serine protease inhibitors, primary screen, biochemical, fluorescence polarization, M. tuberculosis H37Rv | P9WHR9 | inhibition, % at 5.96 µM | 0.048% of 320,000 active; in the data active = inhibition above about 38%;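 also: extracellular domain of Rv3671c used as enzyme; 0% = enzyme with DMSO and 100% = no enzyme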
Target sequence (P9WHR9 whole entry, looked up, the tested form may be a part): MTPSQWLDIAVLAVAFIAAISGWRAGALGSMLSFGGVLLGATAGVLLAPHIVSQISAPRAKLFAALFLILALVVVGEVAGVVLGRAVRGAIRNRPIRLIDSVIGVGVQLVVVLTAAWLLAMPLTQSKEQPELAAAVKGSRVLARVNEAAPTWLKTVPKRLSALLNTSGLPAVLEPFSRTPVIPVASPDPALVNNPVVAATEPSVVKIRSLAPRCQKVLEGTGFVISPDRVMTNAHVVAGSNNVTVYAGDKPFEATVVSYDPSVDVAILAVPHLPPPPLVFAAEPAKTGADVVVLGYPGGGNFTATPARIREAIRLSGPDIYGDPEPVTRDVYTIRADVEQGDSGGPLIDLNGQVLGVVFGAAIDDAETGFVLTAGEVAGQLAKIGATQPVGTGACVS
BioA inh: M. tuberculosis BioA enzyme inhibitors, primary screen, biochemical, plate reader, single point, HTS | inhibition, % at 9.99 µM | 0.096% of 360,000 active | purified M. tuberculosis BioA enzyme | AID 602481, 2012; in the data active = inhibition above about 40%
DUSP3 inh: VHR1 phosphatase inhibitors, primary screen, biochemical, absorbance, uHTS. inhibition, % at 13.3 µM. Dual specificity protein phosphatase 3 (Homo sapiens), P51452. recombinant VHR phosphatase, pNPP absorbance. 0.52% of 290,000 active. AID 1654, 2009; in the data active = inhibition above about 50%; also: some compounds called inactive have numbers as strong as hits
* hit, by the source's call; i = inactive; . = not tested or not shown. This is a subset; rates above refer to the full screens.

cpd	Structure	SSB-PriA inh	UGM FP inh	GDH-TPI counter	3CLpro inhibitor	MazEF act	Vc quorum ag	Mtb FBA inh	Rv3671c inh	BioA inh	DUSP3 inh
1	CC(Sc1ccc(S(=O)(=O)N2CCOCC2)cc1[N+](=O)[O-])C(=O)O (configuration not stated)	-12.1	0.5	13.3	1.0	1.8	-0.7	2.3	14.1	.	-6.9
2	CCCOc1ccc(F)cc1-c1cc(C(=O)Nc2ccc(OC)cc2OC)[nH]n1	.	.	-5.4	.	.	i	-0.4	.	-1.4	.
3	CCOc1ccc(C2/C(=C(/O)c3ccc(F)cc3)C(=O)C(=O)N2CCCN(C)C)cc1 (configuration not stated)	.	-3.6	-3.9	-0.6	-1.8	i	0.9	9.9	-2.3	-1.3
4	COC(=O)C1=C(c2ccc(OC(F)(F)F)cc2)C[C@@H]2CC[C@H]1N2C(=O)N1CCCC1	9.9	1.1	5.8	.	2.6	i	3.8	5.6	5.7	.
5	Cc1cc(F)ccc1S(=O)(=O)N1CCCOC1CNC(=O)C(=O)NCCc1ccco1 (configuration not stated)	.	.	-1.8	.	6.6	-0.2	-5.7	.	0.0	.
6	O=C(Cc1ccccc1)N/N=C/c1ccccn1	.	1.6	5.3	1.3	4.7	i	-1.0	2.0	1.8	.
7	CC(C)(C#CC(O)(c1ccccc1)c1ccccc1)N1CCCC1	-4.5	2.0	-9.9	-2.3	1.4	-0.1	-4.7	1.9	.	-14.5
8	O=C(Nc1ccc(Cl)c(S(=O)(=O)Nc2ccccc2Cl)c1)c1cccs1	-4.9	4.0	-2.6	4.8	-1.1	1.6	-1.5	-113.0	1.5	-6.9
9	CCN1CCN(c2c(Cl)cccc2NC(=O)c2ccco2)CC1	-2.0	2.3	12.7	-3.0	-3.4	-0.1	1.5	-7.6	1.3	-12.1
10	CCOC(=O)c1nnn(-c2nonc2N)c1-c1ccc(Cl)cc1	-19.3	-0.6	-4.1	-5.3	4.6	-0.6	1.4	1.9	.	8.6
11	COc1cccc(/C=N/n2c(SC)nnc2-c2ccccc2)c1OC	.	-0.8	4.0	1.1	-0.1	.	6.8	1.8	3.1	17.7
12	NC(=O)c1ccc(C(F)(F)F)n(Cc2cccc(Cl)c2)c1=O	-22.3	-3.5	-1.8	0.1	-3.1	-1.4	-5.1	-3.7	0.5	-12.1
13	Cc1ccc(NC(=O)Cn2nc(C)c3ccccc3c2=O)c(C)c1	-0.3	1.6	3.9	0.2	4.4	-0.1	0.8	-5.4	-1.3	24.9
14	CCn1c(=S)sc2c(=O)n(CC(=O)Nc3ccc(OC)c(Cl)c3)c(C)nc21	2.3	0.7	16.8	5.9	41.5	-0.4	0.6	2.3	-3.1	-13.4
15	Cc1cc(-c2nnc(SCC(=O)Nc3ccc(C(F)(F)F)cc3)n2C)no1	-8.3	-0.3	14.3	-4.7	-14.2	-0.4	1.9	0.0	0.4	3.5
16	CCOc1ccc(C(=O)OC(C)CN2CCCCC2)cc1 (configuration not stated)	-5.8	-1.6	5.5	2.2	10.4	i	-0.2	5.4	-0.3	-2.9
17	Cc1cc(NC(=O)CSc2nnc(COc3cccc(C)c3C)n2C)no1	0.4	0.8	9.5	8.0	10.4	-0.3	1.1	-5.5	-2.0	6.6
18	CCOC(=O)c1c2ccc(OCC(=O)N/N=C/c3ccc(C)cc3)cc2n2ccccc12	.	-1.4	-5.6	-3.4	-10.8	3.1	1.9	2.1	.	10.4
19	CCOC(=O)c1csc(NC(=O)c2ccc(S(=O)(=O)N(CC)CC)cc2)n1	-5.3	0.1	-8.4	2.0	-4.5	-0.4	-3.7	-0.4	.	-0.3
20	COc1ccc(NC(=O)Cc2nnc(SCC(=O)Nc3cc(C)ccc3OC)n2C)cc1	-15.5	-0.3	-0.8	0.1	0.9	i	2.1	-4.1	0.5	21.3
21	C/C(=N\NC(=O)c1cccnc1)c1ccc(-c2ccccc2)cc1	.	-0.6	3.0	-1.4	-6.8	i	-0.5	2.8	0.7	22.4
22	CCN(CC(=O)Nc1c(F)cccc1F)C(=O)c1ccc(Sc2nncn2C)c([N+](=O)[O-])c1	-15.3	2.9	7.4	.	-14.9	i	-1.8	-1.8	0.7	.
23	CC1(C)C/C(=C(/C#N)C(N)=O)CCO1	16.8	0.8	1.9	-1.6	1.5	.	0.4	-1.6	0.1	5.6
24	O=C(NCCSc1c[nH]c2ccccc12)c1c(F)cccc1F	-11.9	-3.0	-3.4	3.5	5.1	-0.2	-2.1	4.6	0.6	21.1
25	Cc1[nH]n(C)c(=O)c1[N+](=O)[O-]	-5.8	-5.2	9.3	-1.7	4.5	3.6	2.2	15.0	.	12.0
26	CCN(CC)S(=O)(=O)c1ccc(N2CCOCC2)c(NC(=O)c2ccc(N3CCCC3=O)cc2)c1	-6.7	0.3	2.9	.	-7.4	i	1.0	5.7	16.7	.
27	O=c1c2[nH]c3ccc(F)cc3c2ncn1C1CCCCC1	5.3	2.3	2.9	-2.4	4.1	i	5.8	-15.7	-1.9	35.6
28	COCCCNC(=O)c1cc(=O)n(Cc2ccc(Cl)cc2)c2ccccc12	-1.9	-0.1	6.8	-2.6	6.0	i	1.4	15.0	.	23.4
29	Cc1ccc(-c2nn(-c3ccc(F)cc3)cc2C(=O)NCCCN2CCCC2=O)cc1	-18.6	.	2.4	.	2.5	-0.7	-0.3	.	0.9	.
30	O=C(Nc1ccccc1C(=O)O)c1cccc(NC(=O)c2ccc(Br)o2)c1	3.4	1.6	8.8	5.9	-11.2	.	1.1	-15.2	2.1	5.4
31	COC(=O)C1=C(c2ccccc2)C[C@@H]2CC[C@H]1N2C(=O)N1CCC(C)CC1	-8.3	-1.1	6.2	.	5.6	i	1.4	-4.7	2.2	.
32	Nc1nn(-c2ccccc2)c(N)c1N=Nc1ccc2c(c1)OCO2	61.9	-3.7	20.9	2.5	10.8	-2.0	-6.4	1.4	.	1.7
33	O=S(=O)(CCNC1CC1)NC1CCCCC1	2.7	.	-15.6	.	5.5	-0.4	-1.2	.	0.3	.
34	C[C@@H]1NC(=O)/C(=C\c2ccccc2Br)NC1=O	13.4	-2.1	-7.0	-3.9	-6.2	-0.6	-0.6	-1.2	-1.0	18.2
35	Cc1ccccc1C(=O)NC1CCS(=O)(=O)C1 (configuration not stated)	-4.4	1.1	-1.2	-0.5	0.7	-0.4	1.6	-6.4	-0.7	11.3
36	Cc1cccc(Nc2ccc(S(=O)(=O)N3CCOCC3)cc2[N+](=O)[O-])c1	37.2	1.1	3.5	.	-3.6	-0.2	-5.6	-6.8	-0.1	.
37	CCCCNC(=O)Nc1c(C)cc(SC#N)cc1C	-14.7	-0.2	-1.9	-1.2	-6.5	.	-0.7	-13.2	.	29.7
38	N#Cc1c(NC(=O)CSc2nc3ccccc3s2)sc2c1CCCC2	-3.3	-0.4	8.5	2.6	-1.6	i	-0.7	-18.9	-2.9	-0.9
39	CCCCN1C(=O)C(CC(=O)NC(c2ccccc2)c2ccccc2)CC(C(=O)N(C(C)C)C(C)C)=C1C (configuration not stated)	.	.	-5.2	.	-10.0	-0.4	-0.9	.	-0.4	.
40	Oc1ccccc1C1N=C(c2ccccc2)NC(c2ccccc2)=N1	-10.0	2.2	13.6	2.8	6.3	i	0.7	-1.3	0.1	-12.3
41	CCN(CC)C(=O)c1nc[nH]c1C(=O)N1CCN(C(=O)OC(C)(C)C)CC1	-8.3	3.2	8.6	.	3.1	i	0.5	0.6	-1.4	.
42	COc1ccc(C(=O)Nc2ccc(O)c3ccccc23)cc1OC	2.1	-1.0	4.6	.	1.5	i	-0.3	-3.5	-0.3	.
43	Nc1nnc(CCCCc2cccs2)o1	-3.0	.	-8.1	5.5	-5.2	i	1.0	.	0.2	-2.4
44	O=C(CCNc1n[nH]c(=O)[nH]c1=O)N/N=C/c1ccc(Cl)cc1	.	0.1	9.6	2.3	-7.0	-0.3	2.5	6.0	.	6.2
45	O=C(Cn1cnc(S(=O)(=O)N2CCCC2)c1)Nc1cccc(Br)c1	7.2	1.0	-0.7	3.0	-1.2	-0.3	1.5	-10.7	0.6	2.3
46	CC(C)Nc1nc(NC(C)C)nc(N(C)n2cnnc2)n1	-6.0	0.1	-8.3	0.1	2.4	i	3.1	0.9	-1.5	24.0
47	CC(Sc1nnc(CN2CCCC2)n1Cc1ccccc1)C(=O)Nc1ccccc1 (configuration not stated)	3.9	-1.1	0.0	.	7.9	i	3.6	-6.2	0.2	.
48	CC(=O)Nc1ccc(NC(=O)c2cc(-n3cnnc3)ccc2Cl)cc1	-1.2	-2.7	3.0	2.0	1.1	-0.2	2.2	2.2	-1.6	34.8
49	C=CCn1cc(C(=O)NCC2CCCO2)c(=O)c2cc(S(=O)(=O)N3CCCCCC3)ccc21 (configuration not stated)	-20.1	-0.9	11.0	-2.5	6.6	-0.4	-0.6	-5.1	.	9.6
50	COC(CN(C)C(=O)C1CCCN(S(=O)(=O)c2ccc3c(c2)oc(=O)n3C)C1)OC (configuration not stated)	-7.4	2.1	-3.0	4.5	-12.2	-0.2	1.1	3.4	0.2	12.8
51	CC(=O)c1ccc(NC(=O)c2ccn[nH]2)cc1	-2.4	0.1	17.0	0.3	-21.5	i	1.7	-5.9	6.0	17.1

Part of the list above, with two lines to a compound.
Every second line gives: SSB-PriA inh	UGM FP inh	GDH-TPI counter	3CLpro inhibitor	MazEF act	Vc quorum ag	Mtb FBA inh	Rv3671c inh	BioA inh	DUSP3 inh
39	CCCCN1C(=O)C(CC(=O)NC(c2ccccc2)c2ccccc2)CC(C(=O)N(C(C)C)C(C)C)=C1C (configuration not stated)
    .	.	-5.2	.	-10.0	-0.4	-0.9	.	-0.4	.
33	O=S(=O)(CCNC1CC1)NC1CCCCC1
    2.7	.	-15.6	.	5.5	-0.4	-1.2	.	0.3	.
42	COc1ccc(C(=O)Nc2ccc(O)c3ccccc23)cc1OC
    2.1	-1.0	4.6	.	1.5	i	-0.3	-3.5	-0.3	.

Compound activity as filed in PubChem BioAssay.
